Rad51 HR inh = Rad51 (human) homologous recombination inhibition; Q06609; hRad51 DNA strand exchange, fluorescence dequenching; inhibition, % at 10 µM; 200,000 tested, 0.085% active;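 active = inhibition above 40% at the single screening dose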;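 note: 0% = DMSO control wells and 100% = blanks with heterologous ssDNA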
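Assay system: Human Rad51 nucleoprotein filaments preassembled on unlabelled ssDNA | Reagent: Donor/quencher-labelled 47-bp dsDNA substrate | Doses: One concentration, 10 µM final | Times: 37 °C 15-min filament assembly, 30-min compound preincubation, 15-min exchange | Technique: Fluorescein emission 520 nm, excitation 485 nm | Benchmarks: Plate control and blank wells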
Calpain2 inh = calpain II (pig) inhibition; purified calpain II, fluorogenic peptide substrate, 30 min; 220,000 tested, 0.37% active; inhibition, % at 16 µM;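 active = inhibition above about 50%, limit read from the data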
KCC2 mod = modulators of human KCC2 chloride dependent transport; B-score of Tl+ flux slope (higher = more flux/activation; lower = inhibition) at 10 µM; KCC2 cells, thallium flux FluoZin-2 fluorescence; Q9H2X9; 190,000 tested, 2.2% active;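 active = thallium flux slope and its plate-corrected score both differing from the plate sample mean at a set confidence after two filtering rounds, in either direction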;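 note: slope of fluorescence scaled to starting intensity during 10 to 20 s after thallium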
FXIIa inh 1536 = blocks human coagulation factor XIIa protease activity; purified FXIIa, Boc-QGR-AMC fluorogenic substrate, 2 h; inhibition, % at 5 µM; 220,000 tested, 0.3% active; AID 800; in the data active = inhibition above about 40%;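 note: 0% = enzyme with no compound and 100% = blank without enzyme; many of its hits are not listed in these tables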
Target sequence (P00748 20-372 limits assumed): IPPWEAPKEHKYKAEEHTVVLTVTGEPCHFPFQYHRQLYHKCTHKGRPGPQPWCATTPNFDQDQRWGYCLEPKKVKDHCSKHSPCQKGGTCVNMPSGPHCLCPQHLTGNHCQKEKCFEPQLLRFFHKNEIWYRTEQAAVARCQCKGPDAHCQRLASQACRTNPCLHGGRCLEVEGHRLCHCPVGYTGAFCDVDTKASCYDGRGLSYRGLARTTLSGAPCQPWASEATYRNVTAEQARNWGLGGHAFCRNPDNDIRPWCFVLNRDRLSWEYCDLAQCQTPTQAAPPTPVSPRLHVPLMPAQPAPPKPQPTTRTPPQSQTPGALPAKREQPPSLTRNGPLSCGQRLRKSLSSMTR
Target sequence (P00748 373-615 limits assumed): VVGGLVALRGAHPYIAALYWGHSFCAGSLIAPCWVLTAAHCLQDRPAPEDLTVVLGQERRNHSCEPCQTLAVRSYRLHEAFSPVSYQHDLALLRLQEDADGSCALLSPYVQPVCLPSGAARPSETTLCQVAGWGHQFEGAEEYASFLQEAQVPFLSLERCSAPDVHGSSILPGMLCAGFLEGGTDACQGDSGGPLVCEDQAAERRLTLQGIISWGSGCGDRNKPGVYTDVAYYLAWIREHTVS
Furin inhibitor = blocks human furin protease activity. purified furin, fluorogenic substrate cleavage. inhibition, % at 30 µM. 220,000 tested, 0.061% active; in the data active = inhibition above about 25%; note: inactives centre near -15
thrombin 1536 = thrombin (human) inhibition; AID 1046; 220,000 tested, 0.26% active; inhibition, % at 5 µM; P00734; alpha-thrombin, Boc-VPR-AMC fluorogenic substrate cleavage;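 active = inhibition at or above 40%; inactive = inhibition below 40%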;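 note: 0% = enzyme with no compound and 100% = wells without enzyme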
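Material: human alpha-thrombin enzyme / Medium: pH 7.5 Tris (50 mM) with NaCl 150 mM, Tween 20 0.05% / Compound: single-point dosing at 5 µM, 0.2% DMSO / Incubation: enzyme reaction carried out at room temperature / Detection: AMC fluorescence, 355/460 nm / Read-out basis: percent inhibition scaled between no-compound controls and no-enzyme blanks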
FXIa inh 1536 = inhibitors of human coagulation factor XIa; purified FXIa, Boc-Glu-Ala-Arg-AMC fluorogenic substrate; inhibition, % at 5 µM; 220,000 tested, 0.14% active;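 active = inhibition of at least 40%; inactive = inhibition below 40%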;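 note: fluorescence of freed AMC excited at 355 nm; 0% = enzyme without compound and 100% = no enzyme blank; many of its hits are not listed in these tables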
PERK inh = inhibitors of human PERK kinase; CHO PERK-DD fusion, SEAP luminescence translation reporter; inhibition, % at 5.6 µM; 220,000 tested, 0.17% active;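 active = inhibition above the mean inhibition of all tested compounds plus 3 SD, set separately per screening campaign, cut at about 2.9% in these data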;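 note: PERK kinase domain activated by AP20187 dimerizer at 100 nM; 0% = DMSO with dimerizer and 100% = rapamycin at 8.4 µM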
hK5 inh = blocks human kallikrein 5 protease activity | 210,000 tested, 0.59% active | inhibition, % at 5 µM | Q9Y337 | recombinant hK5, fluorogenic AMC substrate cleavage | AID 873;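 active = inhibition of 40% or more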;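 note: 0% = enzyme controls without compound and 100% = no-enzyme blanks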
Target sequence (Q9Y337 67-293 limits assumed): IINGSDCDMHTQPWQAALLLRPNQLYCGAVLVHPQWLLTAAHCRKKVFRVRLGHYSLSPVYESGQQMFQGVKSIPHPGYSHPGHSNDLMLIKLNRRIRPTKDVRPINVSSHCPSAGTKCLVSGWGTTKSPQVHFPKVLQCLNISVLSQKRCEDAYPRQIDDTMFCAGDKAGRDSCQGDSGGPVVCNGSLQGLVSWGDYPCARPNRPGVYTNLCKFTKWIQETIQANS
* hit, by the source's call; . = not tested or not shown; [ ] = dose if it differs, or a comment.

SMILES	Rad51 HR inh	Calpain2 inh	KCC2 mod	FXIIa inh 1536	Furin inhibitor	thrombin 1536	FXIa inh 1536	PERK inh	hK5 inh
CN1CCN(c2nc(N3CCN(c4ccccc4)CC3)ncc2F)CC1	2	-8	-0.24	18	-16[20 µM]	7	4	-0.9	2
Cc1cc(/C=C(\C#N)C(=O)NCc2cccs2)c(C)[nH]1	-1	26	0.71	7	-4	-3	1	0.4	7
COc1cc(NC(=O)CN(C)S(=O)(=O)c2ccc(C)cc2)cc(OC)c1	-4	15	-0.8	20	0[20 µM]	-2	3	-1.0	1
O=C(CSc1nnc(COc2cccc3cccnc23)o1)N1CCCC1	-9	-60	0.015	7	-18	-5	-3	-0.7	3
Cc1cc(NC(=O)CSc2nc(C3CCCCC3)nc3ccccc23)no1	9	-28	1.2	21	-6[20 µM]	5	6	0.2	-15
Fc1ccc(CNc2nc3ccccc3n3nnnc23)cc1	-5	-47	-2.6	12	-17	1	3	2.0	-20
CC1(C)C/C(=N\NC(=S)Nc2ccccc2F)c2cc(O)ccc2O1	3	-74	-0.46	3	-20	-1	-2	1.0	1
CN1C(=O)c2ccc(S(=O)(=O)c3ccc(C(=O)O)cc3)cc2C1=O	7	-8	0.24	20	-27	4	7	-0.3	-25
Fc1ccc2nc(Nc3nc4c(s3)CCCC4)sc2c1	-17	-5	.	7	-13	-3	-5	0.2	-312
CCSc1nnc(NC(=O)C2CCCCC2C(=O)O)s1 (stereo unspecified)	1	2	-0.03	7	-18	-11	-5	0.4	-17
COc1ccc(N2CC(O)=C(c3nc(-c4ccc(F)cc4)cs3)C2=N)cc1	.	7	-0.28	11	-28	3	6	0.8	5
Cc1ccccc1NC(=S)N(Cc1ccco1)C(C)c1ccccn1 (stereo unspecified)	.	-8	0.11	10	-38	0	2	1.3	.
C=CCNC(=S)N/N=C/c1ccc(C)c([N+](=O)[O-])c1	.	52*	1.2	106*	-11	24	41*	-0.1	62*
CN(Cc1ccccc1)C(=O)c1ccccc1NC(=O)c1ccco1	.	-5	0.56	17	-21[20 µM]	0	4	-0.5	1
CCOC(=O)c1nnn(-c2nonc2NC(C)=O)c1C	.	-5	-0.2	9	-14[20 µM]	2	3	0.5	4
Cc1cc(C)c(S(=O)(=O)n2c([N+](=O)[O-])cnc2C)cc1C	-6	26	-0.071	9	-14	-1	-5	1.1	-2
O=C(O)c1cccc(NC2=Nc3cccc4cccc2c34)c1	.	-21	-1.1	7	-17	-7	3	1.9	3
Nc1ccccc1Sc1ccc(C(=O)c2ccccc2C(=O)O)cc1[N+](=O)[O-]	-3	18	.	7	-11	-5	1	1.1	-1
COC(=O)C1CCCN1C(=O)C1CCCN1C(=O)CNC(=O)OCc1ccccc1 (stereo unspecified)	-5	6	.	10	-26	1	0	1.0	18
COC(=O)Cc1c(O)ccn(Cc2ccc(F)cc2)c1=O	11	7	1.5	13	-20[20 µM]	0	5	1.4	-25
CSc1nc2ccc3nc(NC(=O)c4cccs4)sc3c2s1	2	-315	0.6	15	-9	2	-1	0.7	-20
O=C(Cc1cccc2ccccc12)N/N=C/c1ccncc1	-1	9	0.9	5	-3	-6	-3	0.2	0
O=C(O)C1CC(O)CN1S(=O)(=O)c1cccs1 (stereo unspecified)	.	-19	0.24	14	-16[20 µM]	0	-3	-0.6	-6
O=C(O)CSc1nnc(Cn2cnc3ccccc32)n1CCc1ccccc1	3	17	-0.4	10	-20	-8	-12	0.3	-18
COc1ccc(NC(=O)CC2Nc3ccccc3NC2=O)c([N+](=O)[O-])c1 (stereo unspecified)	-5	7	2.2	4	-15	1	-2	0.3	-1

Compound profiles, from the list above. Order of screens: Rad51 HR inh	Calpain2 inh	KCC2 mod	FXIIa inh 1536	Furin inhibitor	thrombin 1536	FXIa inh 1536	PERK inh	hK5 inh
O=C(Cc1cccc2ccccc12)N/N=C/c1ccncc1 in the list: -1	9	0.9	5	-3	-6	-3	0.2	0
O=C(O)C1CC(O)CN1S(=O)(=O)c1cccs1 (stereo unspecified) in the list: .	-19	0.24	14	-16[20 µM]	0	-3	-0.6	-6
CN(Cc1ccccc1)C(=O)c1ccccc1NC(=O)c1ccco1 in the list: .	-5	0.56	17	-21[20 µM]	0	4	-0.5	1
CCOC(=O)c1nnn(-c2nonc2NC(C)=O)c1C in the list: .	-5	-0.2	9	-14[20 µM]	2	3	0.5	4
Cc1ccccc1NC(=S)N(Cc1ccco1)C(C)c1ccccn1 (stereo unspecified) in the list: .	-8	0.11	10	-38	0	2	1.3	.

Additional compounds follow.
SMILES	Rad51 HR inh	Calpain2 inh	KCC2 mod	FXIIa inh 1536	Furin inhibitor	thrombin 1536	FXIa inh 1536	PERK inh	hK5 inh
NC(CO)(CO)COCc1ccccc1	6	9	0.75	8	-25	-3	0	1.2	-6
CCN(CC)CCN(C(=O)CCOc1ccccc1)c1nc2c(F)cc(F)cc2s1	5	-28	-1.4	5	-28	-10	-7	0.4	-4
CCOc1ccc(-c2nnc3ccc(SCC(=O)Nc4cc(C)on4)nn23)cc1	9	-24	0.38	3	-20	-8	-3	0.7	-10
COc1ccc(-c2cn3c(C)c(C(=O)Nc4cccc(C)n4)sc3n2)cc1	-3	-81	-0.72	4	-5[20 µM]	2	5	-0.1	-22
N/C(=N\OC(=O)c1ccccc1Cl)c1ccncc1	.	9	-0.15	1	-15	-11	-2	0.1	.
O=C(Nc1ccc(N2CCCC2)c(Cl)c1)c1ccccc1[N+](=O)[O-]	2	-9	-0.61	5	-29	-2	4	0.3	-13
O=C1CCN(S(=O)(=O)c2ccccc2)C2CCCCC12 (stereo unspecified)	2	24	-0.41	15	16[20 µM]	3	1	1.9	2
CC(=O)Nc1ccc(NC(=O)c2sc3nc4c(c(-c5ccc(C)cc5)c3c2N)CCC4)cc1	7	-320	.	6	-19	3	2	-1.2	-15
CC(=O)Nc1ccc(S(=O)(=O)NCC(=O)OC(C)c2ccccc2Cl)cc1 (stereo unspecified)	-4	10	-1	2	-6	-8	2	-0.6	4
CCc1ccc(-n2c(SCC(=O)Nc3ccc(C(=O)O)cc3)nnc2-c2ccncc2)cc1	.	2	-0.073	3	-20	-9	-1	0.9	-2
CCOc1ccc(NC(=S)NC(C)C(c2ccccc2)N2CCN(C)CC2)cc1 (stereo unspecified)	4	-6	-0.19	8	-14	1	-2	1.4	-10
CC1(C)CC(=O)C(C(C2=C(O)CC(C)(C)CC2=O)c2ccc(O)c([N+](=O)[O-])c2)=C(O)C1	4	-12	-0.0092	7	-24	-7	1	0.9	-6
Cc1ccc(C2Nc3ccccc3C(=O)N2CCCN2CCOCC2)cc1 (stereo unspecified)	8	-301	-0.84	2	-42	2	-1	-0.5	-2
COc1ccc(N2CCN(CCNC(=O)C3CCN(S(=O)(=O)c4cccs4)CC3)CC2)cc1	0	8	-0.47	15	-18	4	-1	-0.1	-7
CC(O)C(O)C(O)C(O)C1NCCS1 (stereo unspecified)	.	-10	0.58	12	-15	-1	2	1.4	-30
COC(=O)C(C(=O)OC)=C(/C=C/N(C)C)N(C)C	0	-10	0.093	14	5	-3	7	1.3	-8
O=C(Oc1cccc(N2C(=O)CCC2=O)c1)C1CC(=O)N(c2ccc(Br)cc2)C1 (stereo unspecified)	3	-3	-1.4	-13	-21[20 µM]	-10	-6	1.4	-1
OCC(CO)(CO)N=Cc1c(O)ccc2ccccc12	0	-73	.	15	-17	-10	-1	1.4	-22
CC(=O)Nc1ccccc1NC(=O)c1ccccc1	6	-20	-0.22	7	-22	-8	-6	-0.5	-3
O=C1N=C(N2CCOCC2)S/C1=C\c1cccs1	9	19	-0.013	7	-6	3	-5	1.2	10
CCOc1ccc(NC(=S)NC(=O)c2c(Br)cnn2C)c([N+](=O)[O-])c1	8	20	2	2	-11	-3	1	0.7	-11
COc1ccc(C(=O)N2N=C3CC(C)(C)OCC3C2c2ccccc2)cc1 (stereo unspecified)	.	3	0.52	8	-31	1	-1	-0.7	-6
COC(=O)c1cc(C(=O)Nc2nnc(C3CC3)s2)cc([N+](=O)[O-])c1	16	0	-1.6	8	-28	-5	0	0.5	-9
CC(C)(C)CC(=O)NC(=S)Nc1ccccc1C(F)(F)F	3	0	.	0	-20[20 µM]	-1	0	-0.1	1
COc1ccc(CN2C(=O)CCC2(C)C(=O)NCc2cccnc2)c(OC)c1 (stereo unspecified)	3	-19	-0.73	11	-17	-3	0	-1.2	-21
The list continues.
SMILES	Rad51 HR inh	Calpain2 inh	KCC2 mod	FXIIa inh 1536	Furin inhibitor	thrombin 1536	FXIa inh 1536	PERK inh	hK5 inh
COc1cccc(C(=O)Oc2c(CN3CCOCC3)cc(Cl)c3cccnc23)c1	1	-2	0.11	16	-13[20 µM]	-2	18	1.0	-10
Clc1ccc(CSc2nncn2-c2ccccn2)cc1	-6	13	-0.025	-2	-38	-7	-11	-0.9	32
Cc1cccc(NCC(=O)N/N=C\c2ccc[nH]2)c1	.	6	0.18	4	-2	-9	1	0.1	2
COc1ccc(Nc2nnc(-c3ccccc3)c3ccccc23)cc1C(=O)N1CCCCC1	11	-27	-1.6	2	-3	0	6	-0.3	-3
O=C(Nc1ccc(Oc2c(F)c(F)c(F)c(F)c2F)cc1)OC1CCN2Cc3ccccc3N=C12 (stereo unspecified)	-3	0	0.87	2	-20	-4	-3	1.0	3
CC1CCC/C(=C\Nc2ccc3c(c2)OCO3)C1=O (stereo unspecified)	0	-119	-0.69	21	-1	-2	20	2.3	-27
Cc1ccc(C(NC(N)=O)c2ccccc2C)cc1 (stereo unspecified)	3	-9	0.73	1	-15[20 µM]	-4	-12	-0.5	-7
CCOC(=O)C(C)n1cnc2c(oc3ccccc32)c1=O (stereo unspecified)	1	8	.	12	-13	0	6	-0.5	6
Cc1ccc(C(=O)NCc2ccco2)cc1[N+](=O)[O-]	-4	-47	0.12	-2	-18[20 µM]	-13	-2	0.2	-14
Cc1cccc(N(CC(=O)N/N=C/c2ccccc2C(=O)O)S(C)(=O)=O)c1C	3	5	0.022	3	-3	0	0	-0.7	-2
CCCN1C(=O)/C(=C/c2c(NCCCOC(C)C)nc3c(C)cccn3c2=O)SC1=S	-317	37	-0.063	-9	-17[20 µM]	0	-7	1.0	1
Cn1c(=O)c2cc(S(=O)(=O)NC(C(=O)N3CCCCCC3)c3ccccc3)ccc2n(C)c1=O (stereo unspecified)	10	3	0.24	19	-1	1	7	0.1	-4
Cc1cc(C(=O)Nc2nc3c(C)cccc3s2)c(C)o1	4	-9	0.47	6	-7[20 µM]	-5	-1	-0.4	-2
O=C1CC(N2CCN(c3ccccc3)CC2)C(=O)N1c1ccc2c(c1)OCO2 (stereo unspecified)	19	-14	0.56	4	-9	3	-1	1.8	-4
CC(=O)c1ccc(NC(=S)NCc2ccc(Cl)cc2Cl)cc1	-3	-24	0.25	4	-21	-7	0	0.8	-11
NC(=O)c1ccsc1NC(=O)CSc1nc2ccccc2c(=O)n1CCCO	-2	-29	.	17	-25	0	2	-0.2	-15
O=C(Nc1cccc(Cl)c1)N(Cc1nc2ccccc2c(=O)[nH]1)Cc1cccs1	.	23	0.61	8	-3	-3	1	-0.4	-5
OCC1C2c3ccccc3C(c3ccccc32)C1CO (stereo unspecified)	-4	-19	0.59	8	-8	-2	3	1.9	-4
Cc1ccccc1OCC(=O)Nc1cc(S(=O)(=O)N2CCCCC2)ccc1N1CCN(C)CC1	18	-7	-0.45	4	-18	3	0	0.0	-1

From PubChem BioAssay

A portion of the library (hit frequency here may not be typical).
